12-LOX inh: ALOX12 (human) lipoxygenase inhibition. Potency, µM (titrated, usually from 108 µM), for the others: top-dose activity change, negative = inhibition, usual class: inhibitors. P18054. purified 12hLO, xylenol orange hydroperoxide absorbance. 580,000 compounds, 1.1% hits. AID 1671190; also: potency is read from the fitted curve at half-maximal effect; % is scaled to controls: 0 for no effect and ±100 for the full control effect
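Purified human 12hLO (150 nM final) in 25 mM Hepes, 0.01% Triton X-100, pH 7.0 was preincubated 15 min at room temperature with compound. Then 40 uM arachidonic acid was added, 30 min. Hydroperoxide was read by Fe-XO absorbance ratio 573/405 nm.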
TRHR ag: TRH receptor (human) agonism | P34981 | TRHR cells, calcium flux fluo-8, FDSS agonist mode | activation, % at 2 µM | 360,000 compounds, 0.18% hits | AID 493084; in the data active = activation above about 30%; also: 0% is about no effect
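Read-out: compound-evoked intracellular calcium rise in TRHR cells, fluo-8 dye, kinetic FDSS fluorescence at 1 s/cycle following a 10-cycle baseline. Cells cultured overnight before dye loading (30 min–1.5 h, RT).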
Apoferritin bind: candidate novel general anesthetic via apoferritin binding. P02791. apoferritin/1-aminoanthracene competitive binding, fluorescence. Potency, µM (highest dose often 77.5 µM), inactives show at the highest dose activity change, negative = displacement, hits mostly inhibitors. 350,000 compounds, 0.074% hits. AID 485281; also: potency is read from the fitted curve at half-maximal effect; % is scaled to controls: 0 for no effect and ±100 for the full control effect; nearly all actives have a fitted effect of over 20% in size
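Horse-spleen apoferritin (10 uM) was mixed with 50% saturated 1-aminoanthracene in PBS, exposed to compounds for 10 min at room temperature, and read for fluorescence (ex 380 nm, em 535 nm). Competitive displacement was fitted with a four-parameter Hill equation.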
Pol iota inh: DNA polymerase iota (human) inhibition | Q9UNA4 | Pol iota fluorescent replication assay, 10 min | Potency, µM (highest dose often 115 µM), without a hit: top-dose activity, negative = inhibition, usual class: inhibitors | 390,000 compounds, 1% hits; also: potency is read from the fitted curve at half-maximal effect
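Fluorescent replication assay read twice, at 0 min and 10 min after adding 50 nM (final) substrate. Enzyme (10 nM) and compounds were first incubated 15 min at room temperature; enzyme-free buffer wells were negative controls.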
POLK inh: DNA polymerase kappa (human) inhibition; Q9UBT6; purified Pol kappa, fluorescent DNA synthesis assay, 10 min; Potency, µM (series often up to 107 µM), inactives show top-dose activity, negative = inhibition, usual class: inhibitors; 400,000 compounds, 0.53% hits; AID 588579; also: potency is read from the fitted curve at half-maximal effect; % is scaled to controls: 0 for no effect and ±100 for the full control effect
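Inhibition of 10 nM Pol kappa is measured by a fluorescent read-out at 0 and 10 min following addition of 50 nM substrate (final), with a 15-min room-temperature compound preincubation.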
APE1 inh: APE1 (human) endonuclease inhibition | P27695 | AID 2517 | recombinant APE1, TAMRA/BHQ-2 abasic DNA cleavage fluorescence | 350,000 compounds, 0.35% hits | Potency, µM (highest dose often 65.8 µM), without a hit: top-dose activity change, negative = inhibition, actives largely listed as inhibitors;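 also: potency is read from the fitted curve at half-maximal effect; plate controls were vehicle for no effect and reference inhibitor for full effect; nearly all actives have a fitted effect of over 55% in size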
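Endonuclease cleavage of a quenched abasic-site DNA duplex (50 nM) by APE1 (0.75 nM) was tracked by TAMRA dequenching. Compounds were preincubated with enzyme 15 min at room temperature; data normalized to buffer-only and DMSO wells plus NSC13755 control.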
ERG Ets-DNA blk: ERG Ets/DNA interaction inhibition; P11308; fluorescence polarization, His-ERG Ets domain / labelled DNA; Potency, µM (titrated, usually from 76.9 µM), inactives show top-dose FP activity, negative = inhibition, most hits filed as inhibitors; 370,000 compounds, 0.028% hits; AID 624246; active = well fitted inhibition curve with a large enough effect in the polarisation, with a control signal flat; inconclusive = small, poorly fitted or top-dose-only effect, or effect the other way, or a change in a side signal; inactive = no such curve, though single readings can be large or run the other way; the % refers to the polarisation;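 also: polarization taken with two DNA probes labelled with fluorescein and Texas red; potency is read from the fitted curve at half-maximal effect; % of control where 0% means no effect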
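His-tagged ERG Ets domain (1 uM in the protein solution; 300mM KCl, 50mM Tris-HCl, 1mM EDTA, 1mM DTT, pH 7.5) received compound, then a probe mix of 5 nM fluorescein-DNA and 100nM Texas-615-DNA. Fluorescence polarization was read for both dyes.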
POLB inh: DNA polymerase beta (human) inhibition | Pol beta primer extension/strand displacement, fluorescence kinetic | Potency, µM (doses to about 114 µM), for inactives: at the highest dose activity change, negative = inhibition, actives largely listed as inhibitors | 340,000 compounds, 1.3% hits; also: potency is read from the fitted curve at half-maximal effect; % is scaled to controls: 0 for no effect and ±100 for the full control effect
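Reaction started by 50 nM substrate onto compound-treated Pol beta (10 nM, 15 min preincubation, room temperature); plates read at 0 min and 10 min. Normalized concentration-effect data fitted by four-parameter Hill equation.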
BLM helicase inh: Bloom syndrome helicase (human) inhibition | Potency, µM (top dose mostly 56.1 µM), for the others: top-dose activity change, negative = inhibition, actives largely listed as inhibitors | AID 2528 | recombinant BLM DNA unwinding, fluorescence dequenching | P54132 | 350,000 compounds, 0.2% hits;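 also: potency is read from the fitted curve at half-maximal effect; plate controls were vehicle for no effect and no enzyme for full effect; nearly all actives have a fitted effect of over 35% in size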
Target sequence (P54132 whole entry, looked up): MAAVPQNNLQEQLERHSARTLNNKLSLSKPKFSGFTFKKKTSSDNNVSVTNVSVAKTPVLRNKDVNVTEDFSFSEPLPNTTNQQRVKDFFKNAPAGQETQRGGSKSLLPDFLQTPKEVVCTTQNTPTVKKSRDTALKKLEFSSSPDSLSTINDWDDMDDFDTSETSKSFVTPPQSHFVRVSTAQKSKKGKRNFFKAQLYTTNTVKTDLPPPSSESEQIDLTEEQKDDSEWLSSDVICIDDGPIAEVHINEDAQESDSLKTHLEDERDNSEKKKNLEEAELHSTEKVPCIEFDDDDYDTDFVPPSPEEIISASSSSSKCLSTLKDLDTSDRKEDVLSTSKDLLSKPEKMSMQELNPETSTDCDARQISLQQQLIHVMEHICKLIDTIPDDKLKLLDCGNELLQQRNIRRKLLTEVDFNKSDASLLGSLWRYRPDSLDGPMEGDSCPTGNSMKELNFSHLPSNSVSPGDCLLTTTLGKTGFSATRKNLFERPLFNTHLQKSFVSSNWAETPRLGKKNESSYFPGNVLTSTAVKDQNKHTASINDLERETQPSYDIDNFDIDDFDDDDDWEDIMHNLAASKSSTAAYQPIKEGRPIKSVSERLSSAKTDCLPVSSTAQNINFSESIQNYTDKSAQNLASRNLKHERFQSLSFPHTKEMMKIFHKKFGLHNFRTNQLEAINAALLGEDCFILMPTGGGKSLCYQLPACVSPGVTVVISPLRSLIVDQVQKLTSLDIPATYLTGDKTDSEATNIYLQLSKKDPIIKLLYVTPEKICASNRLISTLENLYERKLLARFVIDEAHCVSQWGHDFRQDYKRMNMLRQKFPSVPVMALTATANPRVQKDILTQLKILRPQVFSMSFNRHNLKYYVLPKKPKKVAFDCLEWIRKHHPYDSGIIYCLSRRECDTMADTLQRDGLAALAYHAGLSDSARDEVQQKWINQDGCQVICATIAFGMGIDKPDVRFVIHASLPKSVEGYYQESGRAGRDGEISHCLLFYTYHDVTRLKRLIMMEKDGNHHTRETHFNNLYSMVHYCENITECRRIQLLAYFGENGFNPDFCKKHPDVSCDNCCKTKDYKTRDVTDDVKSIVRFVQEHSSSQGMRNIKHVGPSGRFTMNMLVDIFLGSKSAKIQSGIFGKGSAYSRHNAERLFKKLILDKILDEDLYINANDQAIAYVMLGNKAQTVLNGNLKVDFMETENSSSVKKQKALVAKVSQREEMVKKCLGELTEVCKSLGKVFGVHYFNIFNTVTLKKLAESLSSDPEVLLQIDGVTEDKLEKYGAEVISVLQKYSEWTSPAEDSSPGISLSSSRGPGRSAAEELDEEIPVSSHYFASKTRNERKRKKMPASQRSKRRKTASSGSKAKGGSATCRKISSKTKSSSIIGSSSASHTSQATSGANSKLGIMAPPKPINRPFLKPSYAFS
Numbers without * were called inactive; ? = inconclusive; / = no result given; & = joins results of further samples; [ ] = remark or other dose. Unless noted, calls follow the shape of the dose curve; as a rule, active = well fitted curve in the direction sought with a large enough effect; inconclusive = small, poorly fitted or top-dose-only effect, or another doubt; inactive = no such curve, though single readings can be large; an effect the other way counts as inactive or inconclusive.

SMILES	12-LOX inh	TRHR ag	Apoferritin bind	Pol iota inh	POLK inh	APE1 inh	ERG Ets-DNA blk	POLB inh	BLM helicase inh
CCCCOc1ccc(C(=O)N/C(=C\c2cccc([N+](=O)[O-])c2)C(=O)OCc2ccco2)cc1	0%	0.4	-14%	23%	-7%	1%	0%	24%	1%
CC(C)=C(NC(=O)c1ccccc1)C(=O)N1CCOCC1	3%[57.4 µM]	0.9	-7%	5%	-9%	0%	/	2%	1%
CC(C)/C=N/Nc1nc2c(c(=O)n(C)c(=O)n2C)n1C	0%	0.4	-2%	-10%[58.9 µM]	-7%	6%	-6%	37%	4%
CS(=O)(=O)N1CCC(C(=O)N2CCN(C(c3ccccc3)c3ccccc3)CC2)CC1	2%	-1.7	-5%	-1%	-11%	2%	8%	11%	-10%
O=C(NC(=S)Nc1ccc(S(=O)(=O)Nc2nccs2)cc1)c1ccccc1F	-26%	0.2	-14%	127%[activator]	0%	10%	5%	-26%	-1%
COc1ccc(Oc2ncc3nc(-c4ccc(OC)cc4)c(=O)n(Cc4cccs4)c3n2)cc1	0%	/	/	/	6%[60.1 µM]	3%	/	/	-1%
Cc1cccc(-n2c(C)cc(/C=N/NC(=O)c3cccc([N+](=O)[O-])c3C)c2C)c1	3%	-0.7	?	?	-9%	-6%	-1%	12%	-8%
COc1ccc(-n2ccc(-c3nn(-c4cccc(C(F)(F)F)c4)ccc3=O)n2)cc1	15%	0.0	3%	8%	0%	-8%	3%	0%	0%
O=C(Nc1nc2ccc(Cl)cc2s1)c1ccc(Br)o1	-2%	0.5	-4%	?	-4%	1%	2%	?	-6%
O=C(O)c1cc(Cl)ccc1NC(=O)C1CCCO1 (centres undefined)	-17%	0.1	-9%	?	-9%	-2%	/	24%	2%
CCOC(=O)c1c(Nc2cc(C)cc(C)c2)nnc(-c2ccccc2)c1-c1ccccc1	0%	0.0	-8%	41%[activator]	-10%	/	2%	?	-8%
CCN(C(=S)Nc1ccc(OC(F)F)cc1)C1CCCCC1	-11%	0.7	-5%	88%[activator]	-3%	-5%	-4%	-21%	-8%
O=C(N1CCN(c2ccccc2)CC1)C1(S(=O)(=O)c2ccc(Cl)cc2)CC1	?	-0.9	-2%	-8%	-14%	10%	-9%	85%	-6%
CNc1sc(C(=O)c2ccc(F)cc2)c(N)c1-c1nc2ccccc2s1	0%	1.4	-23%	2%	-17%	-3%	1%	1%	-4%
Cc1ccccc1NC(=O)c1ccc(CSc2ncccn2)cc1	7%	-1.5	?	11%[58.9 µM]	-5%	0%	-10%	10%	-2%
O=C(Nc1ccc(N2CCOCC2)cc1N1CCOCC1)c1ccco1	?	0.2	0%	9%	7%	1%	3%	-21%	-2%
O=C(O)C1CC=C(Cl)CC1C(=O)NCc1ccccc1 (centres undefined)	-1%	0.3	-7%	15%	0%	-1%	-4%	3%	1%
Cc1cc(OCC(=O)NCC2(N3CCOCC3)CCCCC2)ccc1Cl	?	0.3	-12%	-9%	6%	/	0%	14%	0%
COc1ccc(C(=O)N2c3ccccc3C(=O)OC2c2ccc3c(c2)OCO3)cc1 (centres undefined)	-4%	-0.6	-16%	1%	-15%	2%	-7%	-1%	-6%
O=C(c1cc(N2C(=O)C3C4CCC(C4)C3C2=O)ccc1Cl)N1CCN(c2ccccc2)CC1 (centres undefined)	-1%	-0.1	-12%	18%	-16%	1%	/	6%	-2%
CC(=O)Nc1ccc(NC(=O)CCC(=O)NCCO)cc1	27%	0.1	-8%	6%	-3%	3%	-10%	3%	2%
CCN(C(=O)CN1C(=O)c2ccc([N+](=O)[O-])cc2C1=O)C1CCS(=O)(=O)C1 (centres undefined)	-6%	0.3	/	4%	-3%	1%	5%	/	/
Cc1cc(=O)n(CC(=O)NCCC(C)C)c2c1c(C)nn2C	-22%	0.3	-9%	23%	9%	/	0%	14%	3%
CCC1CN(C(=O)NCc2ccc(C)cc2)c2cc(Cl)ccc2O1 (centres undefined)	0%&-22%	1.0&-0.8	?	16%&10%	-10%[60.1 µM]	-13%	-7%&-2%	7%&7%	-6%&1%
CC[C@@H](C)[C@@H](C(=O)N1CCN(C(=O)OC(C)(C)C)CC1)n1cc(CCCN=C(NC(=O)OC(C)(C)C)NC(=O)OC(C)(C)C)nn1	?	-0.3	-13%	25%	-5%	19%	-3%	-3%	-7%
Cc1ccnc(N2CCC(C(=O)Nc3ccc4c(c3)OCCO4)CC2)n1	0%	-0.7	-5%	46%[activator]	4%	4%	-5%	-9%	-5%
Cn1c(=O)c2cc(S(=O)(=O)NCCC(=O)NCCC3=CCCCC3)ccc2n(C)c1=O	20%	0.0	-19%	12%	-8%	1%	8%	18%	0%
CCn1cc(C(=O)N2CCN(c3cccc(C(F)(F)F)c3)CC2)c2cc(OC)c(OC)cc2c1=O	-15%	-1.9	29%	21%	5%	/	3%	2%	0%
CC1(C)Cc2c(c(=S)nc(-c3ccccc3)n2CCN2CCOCC2)CO1	2%	0.0	-5%	-3%	-10%	-1%	-5%	-9%	-3%
COc1ccc(CCNC2=C(Cl)C(=O)N(CCc3ccc(OC)c(OC)c3)C2=O)cc1OC	0%	0.5	255%[activator]	3%	-1%	-5%	-10%	14%	-5%
O=S(=O)(c1ccc2ccccc2c1)N1CCN(S(=O)(=O)N2CCCCC2)CC1	4%	-0.6	-1%	-3%	-13%	-1%	1%	43%	-2%
COc1ccccc1-n1cnc2cc(NC(=O)c3ccco3)ccc21	18%	-0.6	-9%	-5%	-8%	2%	/	2%	-4%
COc1cc(C2Nc3ccc4ncccc4c3C3=C2C(=O)CCC3)cc(OC)c1O (centres undefined)	0%	0.1	8%	31%[activator]	-11%	-4%	-3%	-6%	-2%
COc1ccc2oc(=O)c(-c3nc(C)cs3)cc2c1	-25%	-0.6	-19%	-11%[58.9 µM]	-3%	?	-6%	21%	2%
CC(=O)c1ccc(Nc2cc(C)nc3nc(C)nn23)cc1	14%[57.4 µM]	1.2	-8%	-4%	-25%	17%	-11%	17%	2%
O=C(COc1ccccc1)Nc1ccc(S(=O)(=O)N(Cc2ccccc2)c2ccccc2)cc1	-15%	0.8	12%	30%[activator]	6%	/	0%	-20%	-4%
COc1ccc(NC(=O)C2CCN(S(=O)(=O)c3ccc4[nH]c5c(c4c3)CCCCC5)CC2)cc1	-15%	-0.4	-1%	23%	-15%	/	8%	4%	-9%
CCN(CC)S(=O)(=O)c1ccc(OC)c(NC(=O)c2cc(C)on2)c1	1%	-0.2	-6%	25%	-14%	0%	3%	-2%	3%
CCN(CC(=O)NC1CCS(=O)(=O)C1)S(=O)(=O)c1ccc2ccccc2c1 (centres undefined)	-4%	-0.2	-5%	15%	-5%	0%	2%	23%	4%
CCc1cccc(CC)c1NC(=S)N(CCN(C)C)C(C)c1cccnc1 (centres undefined)	0%	0.0	-8%	109%[activator]	-11%	-6%	-2%	-2%	-4%
CCOC(=O)N1CCN(S(=O)(=O)c2cc3c(cc2C)NC(=O)CO3)CC1	5%	0.1	-6%	8%	-12%	-8%	-9%	20%	-7%
COc1ccccc1C1CCCN1Cc1nc(-c2cc3c(cc2Cl)OCO3)oc1C (centres undefined)	-14%	-2.7	-7%	6%	-20%	13%	4%	-3%	5%
Cc1cccc(N(CC(=O)NC(C)C)C(=O)CCC(=O)Nc2ccccn2)c1	0%	0.6	-13%	43%[activator]	9%	-1%	-4%	1%	0%
COc1ccc(CNC(=O)Cn2c(SCC(=O)Nc3ccc(OC)cc3)nc3ccccc32)cc1	-2%	-1.0	30%	-18%	-8%[60.1 µM]	/	2%	-25%	-8%
Cc1cc(C(=O)NC2Cc3ccccc3C2)c(C)o1	0%	-0.4	2%	-4%	-20%	-1%	1%	2%	-9%
COc1ccc(OC)c(Nc2nc(N)nc(CSc3nnc(N)s3)n2)c1	0%	-0.2	6%	18%	-4%	5%	7%	-3%	-6%
CCOc1ccc(-c2nnc(SCc3nc4ccccc4[nH]3)n2N)cc1	-7%	-0.1	-21%	?	0%	3%	-3%	50µM*	5%
CCOC(=O)c1ccc(N2C(=O)C3CC=C(C)CC3C2=O)cc1 (centres undefined)	-2%	0.5	?	-6%	0%	-5%	-9%	-10%	-7%
Cc1ccc2nc(NNC(=O)c3ccc4c(c3)OCCO4)sc2c1	-18%	-0.1	-14%	1%	-26%	?	8%	-25%	-4%
COC(=O)N/N=C/c1cc(N=Nc2ccccc2)ccc1O	0%	-0.3	-14%	29%	1%	-2%	-9%	-1%	-5%
COc1ccc(-c2ccnc(SCC(=O)Nc3ccccn3)n2)cc1	77%[activator]	0.0	-2%	-2%	3%	-5%	2%	2%	-4%
CC1(C)C(=O)Nc2ccccc2N1C(=O)COC(=O)C1CCCCC1	8%	-0.6	-21%	4%	0%	-1%	-5%	5%	-3%
CC(=O)N1CCN(C(=O)c2cc3c(s2)CCC(C)C3)CC1 (centres undefined)	12%	0.0	/	6%	0%	32%	3%	/	/
Fc1ccc(C2=NOC(c3nnc(-c4ccccc4)o3)C2)cc1 (centres undefined)	-18%	0.2	-9%	?	13%	0%	2%	-3%	-4%

Gathered by group: those above containing a CF3 group
SMILES	12-LOX inh	TRHR ag	Apoferritin bind	Pol iota inh	POLK inh	APE1 inh	ERG Ets-DNA blk	POLB inh	BLM helicase inh
COc1ccc(-n2ccc(-c3nn(-c4cccc(C(F)(F)F)c4)ccc3=O)n2)cc1	15%	0.0	3%	8%	0%	-8%	3%	0%	0%
CCn1cc(C(=O)N2CCN(c3cccc(C(F)(F)F)c3)CC2)c2cc(OC)c(OC)cc2c1=O	-15%	-1.9	29%	21%	5%	/	3%	2%	0%

This is a subset, so the mix of outcomes need not match the whole.
